Assay outcomes (PubChem BioAssay)
KCNH2 3.1 block: qHTS for Inhibitors of KCHN2 3.1: Mutant qHTS; Potassium voltage-gated channel subfamily H member 2, brain isoform KCNH2 3.1 (human); U2OS KCNH2 3.1, thallium flux FluxOr; active compounds read low; activity change, % (tested at about 1.8 µM); actives 0.95% (n = 340,000); AID 720553, 2013;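 active = maximum activity change below -70%; inconclusive = maximum activity change from -70% to -50%; inactive = maximum activity change above -50%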;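 note: thallium influx rate constant from kinetic fluorescence after stimulation buffer; % is set by controls: 0 for no effect and ±100 for the full control effect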
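FluxOr-based Tl+ influx in U2OS cells transduced with KCNH2 3.1 virus; rate constants normalized to DMSO controls.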
RORgamma inh: qHTS for inhibitors of ROR gamma transcriptional activity. Drosophila S2 Gal4-RORgamma UAS-luciferase reporter, 20 h. Potency, µM (titrated, usually from 53.6 µM), inactives show at the top dose activity change, negative = inhibition, actives largely listed as inhibitors. actives 5.4% (n = 310,000). AID 2551, 2010; note: potency is the fitted concentration of half-maximal effect; % is set by controls: 0 for no effect and ±100 for the full control effect; nearly all actives have a fitted effect of over 60% in size
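Stable Schneider cell line, Gal4 DNA-binding domain fused to ROR gamma, UAS-luciferase. Cmpd 1 hr RT → CuSO4 700 uM final → 20 hr RT → luciferase reagent 10 min → luminescence.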
ELG1 genotox: qHTS screen for small molecules that induce genotoxicity in human embryonic kidney (HEK293T) cells expressing luciferase-tagged ELG1 | HEK293T ELG1-luciferase reporter, luminescence, 16 h | Potency, µM (series often up to 46 µM), for the others: top-dose activity change, positive = activation, usual class: activators | actives 1.3% (n = 330,000) | AID 504466, 2011; note: potency is the fitted concentration of half-maximal effect; % of control where 0% means no effect; nearly all actives have a fitted effect of over 60% in size
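Screening used a luciferase reporter fused to human ELG1 in HEK293T cells. Luminescence was read on a CCD plate imager after 16 hr exposure and 30 min ONE-Glo incubation.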
NPC1 promoter act: qHTS Assay for NPC1 Promoter Activators; Huh7 NPC1 promoter luciferase reporter, 24 h; Potency, µM (highest dose often 9.22 µM), for the others: at the highest dose activation, actives largely listed as activators; actives 2.4% (n = 320,000);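 note: potency is the fitted concentration of half-maximal effect; % of control where 0% means no effect; nearly all actives have a fitted effect of over 60% in size; reporter is driven by a mutant NPC1 promoter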
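Quantitative HTS used a cell-based reporter: Huh7 cells stably bearing the NPC1 promoter upstream of luciferase were treated with compounds for 24 h, and promoter activation was read as luminescence.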
VP16 counter: VP16 counterscreen qHTS for inhibitors of ROR gamma transcriptional activity; actives 3.5% (n = 310,000); Potency, µM (series often up to 53.6 µM), inactives show at the top dose activity, negative = inhibition, actives largely listed as inhibitors; Drosophila S2 Gal4-VP16 UAS-luciferase, luminescence, 20 h;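 note: Gal4-VP16 expression switched on by copper sulfate through the metallothionein promoter; potency is the fitted concentration of half-maximal effect; % is set by controls: 0 for no effect and ±100 for the full control effect; nearly all actives have a fitted effect of over 50% in size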
Rab9 prom act: qHTS Assay for Rab9 Promoter Activators; Huh7 Rab9 promoter-luciferase reporter, luminescence, 24 h; Potency, µM (doses to about 9.22 µM), inactives show top-dose activation, negative = inhibition, actives largely listed as activators; actives 2.8% (n = 320,000); AID 485297, 2010; note: potency is the fitted concentration of half-maximal effect; % of control where 0% means no effect; nearly all actives have a fitted effect of over 60% in size
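Rab9 promoter-driven luciferase in stably transfected Huh7 cells; 1500 cells/well rested 2 h, exposed to compound in DMSO for 24 h at 37 °C, 5% CO2. Luminescence read 10 min after adding luciferase reagent at ambient temperature.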
Tb PFK block: qHTS Assay to Find Inhibitors of T. brucei phosphofructokinase | ATP-dependent 6-phosphofructokinase (Trypanosoma brucei brucei), O15648 | Potency, µM (doses to about 57.5 µM), inactives show at the top dose activity, negative = inhibition, hits mostly inhibitors | T. brucei PFK, ADP-Glo luminescence | actives 0.17% (n = 330,000);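 note: potency is the fitted concentration of half-maximal effect; 0% = uninhibited 1x PFK enzyme wells and -100% = no-enzyme wells; nearly all actives have a fitted effect of over 60% in size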
Target sequence (O15648 whole entry, looked up): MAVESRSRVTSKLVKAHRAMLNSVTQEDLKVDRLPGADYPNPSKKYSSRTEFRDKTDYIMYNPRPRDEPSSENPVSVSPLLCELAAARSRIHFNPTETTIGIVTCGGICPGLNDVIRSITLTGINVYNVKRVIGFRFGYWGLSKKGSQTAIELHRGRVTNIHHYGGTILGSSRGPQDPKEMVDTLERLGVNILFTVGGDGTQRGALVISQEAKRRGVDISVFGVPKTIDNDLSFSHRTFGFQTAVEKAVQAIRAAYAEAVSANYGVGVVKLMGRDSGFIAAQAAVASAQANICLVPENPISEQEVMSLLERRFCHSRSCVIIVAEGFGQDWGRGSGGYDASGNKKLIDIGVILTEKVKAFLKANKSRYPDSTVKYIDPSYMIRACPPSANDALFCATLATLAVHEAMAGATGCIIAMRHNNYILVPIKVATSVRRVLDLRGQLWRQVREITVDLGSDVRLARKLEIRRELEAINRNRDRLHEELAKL
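Compounds were pin-transferred as a titration series up to 57 uM into substrate buffer (0.5 mM F6P, 0.1 mM ATP, pH 8.0), then 1.25 nM PFK was added and reactions ran 45 min before ADP-Glo detection.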
uPA surface inh: qHTS for Inhibitors of Cell Surface uPA Generation; cell surface uPA generation assay, qHTS; Potency, µM (titrated, usually from 38.3 µM), for inactives: at the highest dose activity change, negative = inhibition, actives largely listed as inhibitors; actives 0.31% (n = 330,000); active = well fitted inhibition curve with a large enough effect; inconclusive = small, poorly fitted or top-dose-only effect; inactive = no such curve, though single readings can be large or run the other way; tested in mouse RAW 264.7 cells; note: potency is the fitted concentration of half-maximal effect; % is set by controls: 0 for no effect and ±100 for the full control effect; nearly all actives have a fitted effect of over 55% in size
FLuc modulator: qHTS profiling assay for firefly luciferase inhibitor/activator using purifed enzyme and Km concentrations of substrates (counterscreen for miR-21 project); AID 588342, 2011; Potency, µM (top dose mostly 57.5 µM), for the others: at the highest dose activity change, negative = inhibition, hits mostly inhibitors; actives 6.9% (n = 360,000); Luciferin 4-monooxygenase (Photinus pyralis), P08659; purified FLuc, Km substrates, luminescence inhibition;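 note: potency is the fitted concentration of half-maximal effect; plate controls were vehicle for no effect and reference inhibitor for full effect; nearly all actives have a fitted effect of over 55% in size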
Target sequence (P08659 whole entry, looked up): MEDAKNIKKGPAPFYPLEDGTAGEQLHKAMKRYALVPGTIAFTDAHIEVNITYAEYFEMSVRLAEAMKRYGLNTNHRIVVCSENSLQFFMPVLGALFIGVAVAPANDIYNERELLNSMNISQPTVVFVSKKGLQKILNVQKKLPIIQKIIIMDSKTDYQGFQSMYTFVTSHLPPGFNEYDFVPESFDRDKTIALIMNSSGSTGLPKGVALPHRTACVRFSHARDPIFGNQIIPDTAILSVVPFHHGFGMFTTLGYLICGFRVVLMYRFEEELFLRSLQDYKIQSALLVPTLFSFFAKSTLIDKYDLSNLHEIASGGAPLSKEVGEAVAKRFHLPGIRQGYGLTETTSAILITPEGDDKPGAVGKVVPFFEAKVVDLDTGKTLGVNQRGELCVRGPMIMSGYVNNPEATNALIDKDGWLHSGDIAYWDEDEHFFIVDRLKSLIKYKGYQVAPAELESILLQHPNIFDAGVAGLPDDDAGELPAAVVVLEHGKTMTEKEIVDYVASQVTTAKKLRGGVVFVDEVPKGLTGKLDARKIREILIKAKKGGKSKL
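Purified P. pyralis luciferase, 10 nM final, with Km-level 10 uM D-luciferin and 10 uM ATP in 50 mM Tris acetate pH 7.5, 10 mM Mg acetate, 0.01% Tween-20, 0.05% BSA; 6-point qHTS titration about 60 µM downward; luminescence read.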
Coupling enz: qHTS Assay for Inhibitors of Fructose-1,6-bisphosphate Aldolase from Giardia Lamblia: Coupling assay counterscreen | coupling enzyme system counterscreen, AmpLite Red fluorescence | activity change, negative = inhibition, % at 58.2 µM, hits read low | actives 0.67% (n = 290,000); in the data active = activity change below about -30%; note: % is set by controls: 0 for no effect and ±100 for the full control effect
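Compounds tested against the coupling enzymes alone at 57.5 uM final; readout was AmpLite Red fluorescence (525/598 nm) after 20 min at RT.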
Giardia kill: Small Molecules that selectively kill Giardia lamblia: qHTS; activity change, % at 7.66 µM, hits read low; Giardia lamblia trophozoite viability; actives 0.15% (n = 340,000); in the data active = activity change below about -80%; inconclusive = between about -30% and that limit;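 note: parasites exposed to compound for two days anaerobically before the ATP read; % is set by controls: 0 for no effect and ±100 for the full control effect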
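Giardia lamblia trophozoites (100 cells/well) were incubated with compounds for 48 h at 37 deg C under anaerobic conditions. Viability was read as ATP content by one-step luminescence after 15-30 min at room temperature.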
* marks the source's active call; other numbers are inactive results; u = inconclusive; x = not tested or not shown; & = joins results of further samples; ! = a repeat was not active; [ ] = dose if it differs, or a comment. Unless noted, calls come from the whole dose curve; as a rule, active = well fitted curve in the direction sought with a large enough effect; inconclusive = small, poorly fitted or top-dose-only effect, or another doubt; inactive = no such curve, though single readings can be large; an effect the other way counts as inactive or inconclusive.

The opening 7 entries as a preview:
canonical_smiles | KCNH2 3.1 block | RORgamma inh | ELG1 genotox | NPC1 promoter act | VP16 counter | Rab9 prom act | Tb PFK block | uPA surface inh | FLuc modulator | Coupling enz | Giardia kill
Cc1c(C#N)sc2nc(-c3ccccc3)nc(N3CCCC3)c12 | -7 | 0%[0.365 µM] | -5% | 7% | x | 0% | -19% | -2% | 0% | -3 | 5
COC(=O)c1ccc(C2NC(=O)NC(C)=C2C(=O)N(C)C)cc1 (centres undefined) | 1 | 37% | -1% | 4% | 0% | -1% | 10% | -6% | 0% | 2 | -9
CCC(C(=O)NC1CCCC1)n1c(SCc2cccc(C)c2)nc2ccncc21 (centres undefined) | 0 | 10µM* | -5% | 1% | -4% | -4% | -5% | 4% | u | 3 | 1
C=CCCC(=O)Nc1nc(C)c(-c2csc(Nc3cc(Cl)ccc3OC)n2)s1 | -3 | -17% | -6% | -11% | -7% | 1% | -4% | u | -12% | -3 | 1
CCN(c1ccccc1)S(=O)(=O)c1nnc(NC(=O)c2ccco2)s1 | 18 | 44% | -1% | 2% | -7% | 0% | 2% | -22% | 0.21µM*! | 7 | -24
Cc1cc(C)n(-c2nc3ccccc3nc2N2CCCC2)n1 | -4 | -17% | -1% | -7% | -1% | -3% | 2% | x | 4% | 3 | 2
CCCC(C(=O)NC1CCCC1)N(C(=O)Cn1nnc(-c2ccc(C)o2)n1)c1ccccc1F (centres undefined) | -9 | 0% | u | 0% | 4% | 0% | 1% | 3% | 4% | 1 | -30

The list itself, previewed entries included:
canonical_smiles | KCNH2 3.1 block | RORgamma inh | ELG1 genotox | NPC1 promoter act | VP16 counter | Rab9 prom act | Tb PFK block | uPA surface inh | FLuc modulator | Coupling enz | Giardia kill
Cc1c(C#N)sc2nc(-c3ccccc3)nc(N3CCCC3)c12 | -7 | 0%[0.365 µM] | -5% | 7% | x | 0% | -19% | -2% | 0% | -3 | 5
COC(=O)c1ccc(C2NC(=O)NC(C)=C2C(=O)N(C)C)cc1 (centres undefined) | 1 | 37% | -1% | 4% | 0% | -1% | 10% | -6% | 0% | 2 | -9
CCC(C(=O)NC1CCCC1)n1c(SCc2cccc(C)c2)nc2ccncc21 (centres undefined) | 0 | 10µM* | -5% | 1% | -4% | -4% | -5% | 4% | u | 3 | 1
C=CCCC(=O)Nc1nc(C)c(-c2csc(Nc3cc(Cl)ccc3OC)n2)s1 | -3 | -17% | -6% | -11% | -7% | 1% | -4% | u | -12% | -3 | 1
CCN(c1ccccc1)S(=O)(=O)c1nnc(NC(=O)c2ccco2)s1 | 18 | 44% | -1% | 2% | -7% | 0% | 2% | -22% | 0.21µM*! | 7 | -24
Cc1cc(C)n(-c2nc3ccccc3nc2N2CCCC2)n1 | -4 | -17% | -1% | -7% | -1% | -3% | 2% | x | 4% | 3 | 2
CCCC(C(=O)NC1CCCC1)N(C(=O)Cn1nnc(-c2ccc(C)o2)n1)c1ccccc1F (centres undefined) | -9 | 0% | u | 0% | 4% | 0% | 1% | 3% | 4% | 1 | -30
COCCNc1nc(-c2ccccc2)nc2c1oc1ccccc12 | -1 | -32% | -12% | -1% | -1% | -3% | -2% | 6% | u | -2 | 4
CCCNC(=O)c1cccc(COCC(F)(F)C(F)F)c1 | 9 | -14% | -1% | -1% | 1% | 1% | 0% | -3% | -2% | -1 | 15
COc1ccc(N2CCN(C(=O)c3sc4ncn(CC(=O)N5CCCCC5C)c(=O)c4c3C)CC2)cc1 (centres undefined) | 14 | 43% | -6% | -2% | 22µM* | 0% | 1% | -2% | 0% | x | 0
Cc1ccc(C2=NS(=O)(=O)N(C)C(C(=O)NCc3ccc4c(c3)OCO4)=C2)cc1 | -5 | 12% | 1% | 2% | 1% | 0% | 0% | 2% | u | 1 | -15
Cc1c(Cl)c(-c2n[nH]c(=S)n2-c2ccc(F)cc2)nn1C | -4 | 13µM* | 0% | 1% | -4% | -3% | 0% | 3% | -3% | 1 | -9
O=C(CSc1nnc(NC2CC2)s1)c1ccc[nH]1 | -4 | x | u | x | x | x | 1% | 3% | x | x | 25
c1ccc(-c2csc3ncnc(NCC4COc5ccccc5O4)c23)cc1 (centres undefined) | 5 | 7.1µM* | -5% | -24% | 0.89µM* | -27% | 2% | -10% | -1% | 1 | -17
O=C(CCCOc1ccc(Br)cc1)Nc1nnc(C2CC2)s1 | 5 | x | 16% | -5% | x | -6% | 0% | -4% | x | x | -2
Cc1ccc(/C=N/c2sc(Cc3ccccc3)c(C)c2C(N)=O)o1 | -13 | -1% | 0% | 0% | 0% | 2% | -13% | -6% | -6% | 3 | -26
CNS(=O)(=O)c1ccc(NC(=O)c2ccccn2)cc1 | 27 | -26% | u | u | -8% | 2.8µM* | 0% | -9% | 15µM* | -1 | 2
CCOc1ccccc1NC(=O)Cc1coc2ccc(C)cc12 | -11 | 35% | -5% | 0% | 2% | 0% | 4% | 1% | 5% | -4 | -5
CCCOc1ccc(/C=N/Nc2cccc([N+](=O)[O-])c2)c(O)c1 | 1 | -5% | u | u | -25% | u | -2% | -8% | u | 1 | 1
Cc1cc(OCCN2CCCC2)ccc1C(C)C | -7 | 29% | -2% | -6% | -5% | 0% | -3% | -6% | 3% | 2 | 16
NC(=O)[C@H]1CC2(CC(c3cccc(NC(=O)COc4ccc(Cl)cc4)c3)=NO2)CN1C(=O)CC(c1ccccc1)c1ccccc1 (some centres undefined) | -10 | u | -13% | -10% | -1% | -11% | -4% | u | u | 0 | -22
O=C(COc1ccccc1Br)c1ccc2c(c1)OCO2 | -13 | x | 2% | 22% | x | 6% | 0% | -1% | u | x | -24
O=C(CC1SC(=Nc2ccccc2)N(CCc2c[nH]c3ccccc23)C1=O)Nc1ccccc1F (centres undefined) | -9 | 11%[10 µM] | -12% | 0% | 3% | -2% | 0% | -7% | 1% | 0 | -16
C=CC[C@@H](CC(=O)N(CCO)Cc1ccccc1)C(=O)N[C@@H](C)COC(=O)[C@@H](CC=C)CC(=O)OC(C)(C)C | -8 | x | 0% | x | x | x | 3% | -2% | x | x | -2
O=C(COC(=O)c1ccc(F)cc1F)Nc1cc(S(=O)(=O)N2CCOCC2)ccc1Cl | 8 | x | 3% | -1% | x | 8% | 0% | -1% | 0% | x | 1
CCOC(=O)c1cc2c(=O)n3ccccc3nc2n(CC(C)C)c1=NC(=O)c1c(-c2c(F)cccc2Cl)noc1C | -25 | -5% | -6% | -16% | u | 2% | 0% | -8% | 0%&0% | 1 | 0
Cc1ccc(S(=O)(=O)N2CCC(=O)N(CCOCc3ccccc3)CC2)cc1 | -13 | 28% | -2% | 0% | -28% | -2% | 0% | 7% | 1% | 1 | -25
O=C(CSc1nn(-c2ccccc2)c(=S)s1)NC(=O)NCc1ccco1 | 14 | u | -1% | -1% | 9% | -2% | -13% | x | 1% | 0 | -3
COC(=O)c1c(NC(=O)c2ccc(C)cc2)csc1C | -7 | -34% | 0% | -5% | -18% | -2% | 1% | -2% | 11µM* | 5 | 4
O=C(N/N=C\c1ccc(Oc2ccccc2)cc1)c1csnn1 | -3 | 32% | u | 3.5µM* | 7% | 2.2µM* | -5% | -7% | 2.7µM* | 3 | 15
CC(C)c1nc(CNC(=O)CC2C(=O)NCCN2Cc2cccc(F)c2F)cs1 (centres undefined) | -16 | 23% | -1% | 4% | -2% | 7% | 1% | 13% | -3% | x | -11
CCc1nnc(NS(=O)(=O)c2ccc(NC(=S)NC(=O)/C=C/c3cccs3)cc2)s1 | -13 | 16% | 2% | -3% | -5% | 1% | 15% | 6% | u | -4 | 15
COc1cccc(NC(=O)C(OC(=O)c2ccccc2NS(=O)(=O)c2cccs2)c2ccccc2)c1 (centres undefined) | -2 | 45% | -1% | 1% | -6% | -2% | 4% | 5% | 4% | -18 | -7
Nn1cnc2scc(-c3ccco3)c2c1=O | 2 | -18% | 2% | -7% | -10% | -2% | 0% | -2% | -1% | 0 | 17
COc1ccc2oc(C(=O)Nc3nc(C)cs3)c(C)c2c1 | -7 | x | u | 2.5µM* | x | 5.6µM* | 0% | 10µM* | 0.6µM* | x | -14
CCOC(=O)c1cc(C(=O)NCc2ccc(Cl)cc2Cl)nn1C | -3 | 35% | -2% | -3% | -7% | 2% | -1% | -1% | -11% | 5 | 12
O=C(Nc1ccc(-n2cnnn2)cc1)C(c1ccccc1)c1ccccc1 | -14 | -2% | 6% | -1% | -13% | 2% | -1% | 4% | -1% | 1 | 9
